Source: PubChem (National Center for Advancing Translational Sciences (NCATS))
Giardia kill – Small Molecules that selectively kill Giardia lamblia: qHTS; Giardia lamblia trophozoite viability; activity change, % at 7.66 µM, hits read low; actives 0.15% (n = 340,000); in the data active means activity change below about -80%; inconclusive means between about -30% and that limit;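 further: parasites exposed to compound for two days anaerobically before the ATP read; on the % scale 0 is the no-effect control and ±100 the full control effect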
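Viability, read as ATP luminescence: trophozoites at 100 cells/well, compound added, 48 hrs anaerobic at 37 deg C, then 15-30 min room-temperature development before reading.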
FLuc modulator – qHTS profiling assay for firefly luciferase inhibitor/activator using purifed enzyme and Km concentrations of substrates (counterscreen for miR-21 project); Luciferin 4-monooxygenase (Photinus pyralis), P08659; purified FLuc, Km substrates, luminescence inhibition; Potency, µM (titrated, usually from 57.5 µM), without a hit: at the highest dose activity change, negative = inhibition, usual class: inhibitors; actives 6.9% (n = 360,000);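 further: potency means the concentration at half of the fitted maximal effect; plate controls were vehicle for no effect and reference inhibitor for full effect; nearly all actives have a fitted effect of over 55% in size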
Target sequence (P08659 whole entry, looked up): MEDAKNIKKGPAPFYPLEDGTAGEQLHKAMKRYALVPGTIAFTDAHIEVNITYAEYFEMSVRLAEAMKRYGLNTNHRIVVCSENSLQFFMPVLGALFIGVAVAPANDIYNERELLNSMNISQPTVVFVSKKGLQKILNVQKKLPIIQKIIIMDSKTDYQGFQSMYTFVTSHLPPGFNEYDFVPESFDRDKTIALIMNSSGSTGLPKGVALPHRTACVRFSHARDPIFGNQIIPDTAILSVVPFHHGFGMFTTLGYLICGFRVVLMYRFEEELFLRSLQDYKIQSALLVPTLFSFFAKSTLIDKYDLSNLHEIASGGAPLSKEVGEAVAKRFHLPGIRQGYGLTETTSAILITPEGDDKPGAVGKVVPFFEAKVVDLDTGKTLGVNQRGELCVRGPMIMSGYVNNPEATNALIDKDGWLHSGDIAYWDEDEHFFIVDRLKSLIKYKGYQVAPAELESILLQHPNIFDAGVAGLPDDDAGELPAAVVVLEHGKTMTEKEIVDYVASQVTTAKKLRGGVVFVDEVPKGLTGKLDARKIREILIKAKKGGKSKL
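Purified P. pyralis luciferase, 10 nM final, with Km-level 10 uM D-luciferin and 10 uM ATP in 50 mM Tris acetate pH 7.5, 10 mM Mg acetate, 0.01% Tween-20, 0.05% BSA; 6-point qHTS titration about 60 µM downward; luminescence read.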
Tb PFK inh – qHTS Assay to Find Inhibitors of T. brucei phosphofructokinase | T. brucei PFK, ADP-Glo luminescence | AID 485367, 2010 | Potency, µM (doses to about 57.5 µM), inactives show at the highest dose activity, negative = inhibition, most hits filed as inhibitors | actives 0.17% (n = 330,000);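 further: potency means the concentration at half of the fitted maximal effect; 0% = uninhibited 1x PFK enzyme wells and -100% = no-enzyme wells; nearly all actives have a fitted effect of over 60% in size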
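ADP-Glo luminescence quantified ADP after 45 min at room temperature, with 1.25 nM T. brucei PFK, 0.1 mM ATP and 0.5 mM fructose-6-phosphate in pH 8.0 TEA buffer. qHTS titrations up to 57 µM; curves classified by quality.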
Rab9 prom act – qHTS Assay for Rab9 Promoter Activators. Huh7 Rab9 promoter-luciferase reporter, luminescence, 24 h. Potency, µM (doses to about 9.22 µM), for the others: at the top dose activation, negative = inhibition, actives largely listed as activators. actives 2.8% (n = 320,000); further: potency means the concentration at half of the fitted maximal effect; % of control where 0% means no effect; nearly all actives have a fitted effect of over 60% in size
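Luminescence from Amplite-detected luciferase (10 minutes, ambient) reports Rab9 promoter activation. Before that, stable Rab9-luciferase Huh7 cells (1500/well, reduced-serum OP-MEM I plus 10% FBS) were exposed to compound for 24 hours at 37C.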
RORg inh – qHTS for inhibitors of ROR gamma transcriptional activity; actives 5.4% (n = 310,000); Drosophila S2 Gal4-RORgamma UAS-luciferase reporter, 20 h; Nuclear receptor ROR-gamma (Mus musculus), P51450; Potency, µM (highest dose often 53.6 µM), for the others: at the highest dose activity change, negative = inhibition, actives largely listed as inhibitors; further: potency means the concentration at half of the fitted maximal effect; on the % scale 0 is the no-effect control and ±100 the full control effect; nearly all actives have a fitted effect of over 60% in size
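Schneider cells (Drosophila), stable Gal4 DBD–ROR gamma + UAS-luc; 1 hr cmpd preincubation; Cu2+ induction 700 uM final; 20 hr ambient; luminescence.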
ELG1 genotoxic – qHTS screen for small molecules that induce genotoxicity in human embryonic kidney (HEK293T) cells expressing luciferase-tagged ELG1. HEK293T ELG1-luciferase reporter, luminescence, 16 h. Potency, µM (highest dose often 46 µM), inactives show at the top dose activity change, positive = activation, usual class: activators. actives 1.3% (n = 330,000); further: potency means the concentration at half of the fitted maximal effect; % of control where 0% means no effect; nearly all actives have a fitted effect of over 60% in size
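Quantitative HTS format in 1536-well plates. HEK293T ELG1-luciferase reporter cells receive test compound and are incubated 16 hr at 37 °C, 5% CO2; ONE-Glo added, 30 min room temperature, then luminescence read.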
uPA generation – qHTS for Inhibitors of Cell Surface uPA Generation; cell surface uPA generation assay, qHTS; Potency, µM (doses to about 38.3 µM), inactives show top-dose activity change, negative = inhibition, most hits filed as inhibitors; AID 540303, 2011; actives 0.31% (n = 330,000); active means well fitted inhibition curve with a large enough effect; inconclusive means small, poorly fitted or top-dose-only effect; inactive means no such curve, though single readings can be large or run the other way; tested in mouse RAW 264.7 cells; further: potency means the concentration at half of the fitted maximal effect; on the % scale 0 is the no-effect control and ±100 the full control effect; nearly all actives have a fitted effect of over 55% in size
NPC1 promoter act – qHTS Assay for NPC1 Promoter Activators; Huh7 NPC1 promoter luciferase reporter, 24 h; Potency, µM (titrated, usually from 9.22 µM), inactives show at the highest dose activation, actives largely listed as activators; actives 2.4% (n = 320,000); AID 485313, 2010;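 further: potency means the concentration at half of the fitted maximal effect; % of control where 0% means no effect; nearly all actives have a fitted effect of over 60% in size; reporter is driven by a mutant NPC1 promoter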
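Compounds in DMSO were transferred onto Huh7 NPC1-luciferase reporter cells pre-incubated 2 h; after 24 h at 37 °C, Amplite reagent was dispensed and luminescence recorded 10 min later.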
VP16 counter – VP16 counterscreen qHTS for inhibitors of ROR gamma transcriptional activity; Drosophila S2 Gal4-VP16 UAS-luciferase, luminescence, 20 h; Potency, µM (series often up to 53.6 µM), without a hit: at the highest dose activity, negative = inhibition, hits mostly inhibitors; actives 3.5% (n = 310,000); AID 2546, 2010;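 further: Gal4-VP16 expression switched on by copper sulfate through the metallothionein promoter; potency means the concentration at half of the fitted maximal effect; on the % scale 0 is the no-effect control and ±100 the full control effect; nearly all actives have a fitted effect of over 50% in size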
Coupling enz – qHTS Assay for Inhibitors of Fructose-1,6-bisphosphate Aldolase from Giardia Lamblia: Coupling assay counterscreen. actives 0.67% (n = 290,000). coupling enzyme system counterscreen, AmpLite Red fluorescence. activity change, negative = inhibition, % at 58.2 µM, hits read low; in the data active means activity change below about -30%; further: on the % scale 0 is the no-effect control and ±100 the full control effect
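Coupling enzymes only (glyceraldehyde-3-phosphate) + compound, at 57.5 uM final, 10 min RT; add substrate/coupling/AmpLite Red mix, 20 min RT; fluorescence ex 525/em 598 nm. Actives flag coupling-system interference.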
KCNH2 3.1 inh – qHTS for Inhibitors of KCHN2 3.1: Mutant qHTS; Potassium voltage-gated channel subfamily H member 2, brain isoform KCNH2 3.1 (human); U2OS KCNH2 3.1, thallium flux FluxOr; active compounds read low; activity change, % (tested at about 1.8 µM); actives 0.95% (n = 340,000); AID 720553, 2013;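 active means maximum activity change below -70%; inconclusive means maximum activity change from -70% to -50%; inactive means maximum activity change above -50%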;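 further: thallium influx rate constant from kinetic fluorescence after stimulation buffer; on the % scale 0 is the no-effect control and ±100 the full control effect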
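Steps: virus added to U2OS suspension (4 h, RT, dark); medium with 10% FBS added, cells plated, 37 C overnight; FluxOr/Red40 loading buffer 45 min RT; stimulation buffer, 2 min kinetic read; rate constant normalized.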
* = called active by the depositor; ? = inconclusive; . = not tested or not shown; [ ] = another dose, or the depositor's remark. Unless noted, the call rests on the fitted dose curve; in most records, active means well fitted curve in the direction sought with a large enough effect; inconclusive means small, poorly fitted or top-dose-only effect, or another doubt; inactive means no such curve, though single readings can be large; an effect the other way counts as inactive or inconclusive. The order is random; 14% or so of the library scored in one or more.

SMILES	Giardia kill	FLuc modulator	Tb PFK inh	Rab9 prom act	RORg inh	ELG1 genotoxic	uPA generation	NPC1 promoter act	VP16 counter	Coupling enz	KCNH2 3.1 inh
O=C(NC12CC3CC(CC(C3)C1)C2)c1cc([N+](=O)[O-])ccc1N1CCOCC1	1	1%	1%	2%	13%	5%	3%	2%	3%	3	-3
CCOC(=O)c1ccc(NC(=O)CNC(=O)c2ccco2)cc1	-4	0%	-7%	-3%	1%	0%	2%	0%	2%	1	0
CCOC(=O)c1cc(NC(=O)c2ccc(Cl)cc2)c(=O)n2c1oc1ccc(Cl)cc12	-9	2%	3%	-11%	4%	-1%	8%	-4%	-19%[0.365 µM]	1	-7
Cc1cc(C)c(C)c(S(=O)(=O)N2CCC(C(=O)NCC(c3ccccc3)N(C)C)CC2)c1C (stereo not given)	-1	-1%	1%	-2%	-13%	-5%	-6%	-2%	24%	2	-14
COc1cc(N(C(=O)Cc2cccs2)C(C(=O)NC2CCCCC2)c2cccc(OC)c2OC)ccc1-n1cnnn1 (stereo not given)	3	2%	3%	-6%	15%[10 µM]	0%	-6%	7%	1%	-1	2
CC1CCCC(NC(=O)COC(=O)c2n[nH]c3ccccc23)C1C (stereo not given)	2	.	1%	.	.	2%	0%	.	.	.	6
CS(=O)(=O)N(CC(=O)N1CCN(c2cccc(Cl)c2)CC1)c1cccc(F)c1	-17	1%	?	1%	?	-10%	-6%	-1%	.	1	-7
CCC(Sc1nc(C)cc(C)n1)C(=O)NC1=NN=C(c2ccc(C)cc2)CS1 (stereo not given)	4	-2%	1%[0.46 µM]	11%	-24%	-3%	.	0%	-9%	2	-3
CCOC(=O)N1CCN(C(=O)c2ccc(N(C)S(=O)(=O)c3ccc(C)cc3)cc2)CC1	12	-3%	1%	-4%[1.84 µM]	?	-15%	-27%	3%	-14%	.	5
CC(NC(=O)COC(=O)C1CC2CCCC(C1)C2=O)c1ccccc1 (stereo not given)	-18	0%	-3%	1%	.	3%	8%	-1%	.	.	-12
Cc1cccc(NC(=S)Nc2cccc(C)n2)n1	1	4%	0%	15%	?	1%	3%	-6%	6.3µM*	1	-147*
CC(=O)OC(COC1C[C@@H]2CC[C@@]1(C)C2(C)C)C[N+]1(C)CCCCC1 (stereo not given in full)	-13	0%	-9%	1%	7%	-5%	2%	1%	8%	0	2
CCOc1ccccc1N(CC)C(=O)c1nn(C)c2c1CSc1ccccc1-2	6	0%	0%	2%	-11%	-5%	6%	-4%	-1%	-5	24
CC(C)=CCN1CCN(Cc2ccc(C#CC(C)(C)O)cc2)CC1CCO (stereo not given)	7	0%	1%	1%	-20%	0%	2%	-3%	-2%	4	-22
N#Cc1nc(-c2ccccc2Cl)oc1N1CCCCC1	-15	?	-1%	15%	1%	?	-9%	11%	7%	3	12
COc1ccc(SCCc2ccncc2)cc1	17	0%	-2%	-2%	-10%	0%	-1%	-5%	17%	4	11
COc1ccc(CNC(=O)CCN2C(=O)c3ccncc3C2=O)cc1OC	54[activator]	0%	0%	-2%	-5%	4%	0%	3%	-2%	-2	-1
CCOc1ccccc1N1CCN(C(=S)Nc2ccc(S(N)(=O)=O)cc2)CC1	4	2%	-6%	-5%	?	-4%	-2%	-3%	-16%	1	2
O=C(COC(=O)c1cc(=O)[nH]c2ccccc12)Nc1ccccc1F	-10	.	-3%	.	.	2%	5%	.	.	.	-14
COc1ccccc1N1C(=O)c2cccc3c(N(C)CCO)ccc(c23)C1=O	-19	-20%	1%	0%	?	-2%	-6%	-2%	-17%	-4	9

A section taken from the entries so far, as a working copy:
SMILES	Giardia kill	FLuc modulator	Tb PFK inh	Rab9 prom act	RORg inh	ELG1 genotoxic	uPA generation	NPC1 promoter act	VP16 counter	Coupling enz	KCNH2 3.1 inh
CCOC(=O)N1CCN(C(=O)c2ccc(N(C)S(=O)(=O)c3ccc(C)cc3)cc2)CC1	12	-3%	1%	-4%[1.84 µM]	?	-15%	-27%	3%	-14%	.	5
CC(NC(=O)COC(=O)C1CC2CCCC(C1)C2=O)c1ccccc1 (stereo not given)	-18	0%	-3%	1%	.	3%	8%	-1%	.	.	-12
Cc1cccc(NC(=S)Nc2cccc(C)n2)n1	1	4%	0%	15%	?	1%	3%	-6%	6.3µM*	1	-147*
CC(=O)OC(COC1C[C@@H]2CC[C@@]1(C)C2(C)C)C[N+]1(C)CCCCC1 (stereo not given in full)	-13	0%	-9%	1%	7%	-5%	2%	1%	8%	0	2
CCOc1ccccc1N(CC)C(=O)c1nn(C)c2c1CSc1ccccc1-2	6	0%	0%	2%	-11%	-5%	6%	-4%	-1%	-5	24
CC(C)=CCN1CCN(Cc2ccc(C#CC(C)(C)O)cc2)CC1CCO (stereo not given)	7	0%	1%	1%	-20%	0%	2%	-3%	-2%	4	-22
N#Cc1nc(-c2ccccc2Cl)oc1N1CCCCC1	-15	?	-1%	15%	1%	?	-9%	11%	7%	3	12
COc1ccc(SCCc2ccncc2)cc1	17	0%	-2%	-2%	-10%	0%	-1%	-5%	17%	4	11
COc1ccc(CNC(=O)CCN2C(=O)c3ccncc3C2=O)cc1OC	54[activator]	0%	0%	-2%	-5%	4%	0%	3%	-2%	-2	-1
CCOc1ccccc1N1CCN(C(=S)Nc2ccc(S(N)(=O)=O)cc2)CC1	4	2%	-6%	-5%	?	-4%	-2%	-3%	-16%	1	2
O=C(COC(=O)c1cc(=O)[nH]c2ccccc12)Nc1ccccc1F	-10	.	-3%	.	.	2%	5%	.	.	.	-14
COc1ccccc1N1C(=O)c2cccc3c(N(C)CCO)ccc(c23)C1=O	-19	-20%	1%	0%	?	-2%	-6%	-2%	-17%	-4	9
